Assay outcomes deposited in PubChem BioAssay by several laboratories.
DAX1 inh-1: DAX1 (NR0B1) inhibitors on StAR promoter, primary screen, cell-based, luminescence, SF-1 (NR5A1), full-length DAX-1; HEK293T StAR-luciferase reporter, SF-1/DAX-1 repression relief; actives 1.1% (n = 370,000); AID 652010, 2013; inhibition, % at 6.8 µM;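 active = inhibition above the mean over all tested compounds plus 3 SD, cut at about 3.6% in these data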;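 note: 0% = DAX-1 cells with DMSO and 100% = cells lacking DAX-1 with DMSO; higher inhibition means more luminescence from relief of DAX-1 repression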
GC-B act: human GC-B receptor activators, primary screen, HEK293 GC-B cells, cGMP TR-FRET, EC30 CNP; 0% at EC30 CNP, 100% saturating CNP; AID 1920062, 2024; activation, % at 10 µM; actives 0.11% (n = 370,000); Atrial natriuretic peptide receptor 2 (Homo sapiens), P20594;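 active = activation at 10 µM reaching about 35% in either raw or pattern-adjusted values, limit read from the data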
ssDAF-12 act: S. stercoralis DAF-12 nuclear receptor activators, primary screen, cell-based, luminescence, HEK293, GRIP1 co-expression, lit1-tk-luc | Nuclear hormone receptor DAF-12 (Strongyloides stercoralis) | HEK293 ssDAF-12/GRIP1 lit1-tk-luc reporter; % of 3 µM dafachronic acid response | activation, % at 6.8 µM | actives 1% (n = 370,000) | AID 652126, 2013;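 active = activation above the mean over all tested compounds plus 3 SD, cut at about 0.9% in these data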;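 note: 0% = DMSO-only wells and 100% = 3 µM delta7-dafachronic acid wells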
proKLK7 act: proKLK7 zymogen activators, primary screen, biochemical, fluorescence intensity; actives 0.9% (n = 370,000); purified proKLK7, EDANS-DABCYL substrate fluorescence; 100% is mature enzyme control, 0% vehicle; activation, % at 7 µM;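 active = activation above the mean of all tested compounds plus 3 SD, computed per campaign excluding outliers beyond control limits, cut at about 13% in these data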
hcDAF12 agonist: H. contortus DAF-12 nuclear receptor activators, primary screen, cell-based, luminescence, HEK293, lit1-tk-luc reporter; HEK293 hcDAF-12 lit1-tk-luc reporter; 0% DMSO, 100% Δ7-dafachronic acid; activation, % at 6.8 µM; actives 1.4% (n = 370,000);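 active = activation above the mean of all tested compounds plus 3 SD, cut at about 5.5% in these data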;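 note: 100% = response to 3 µM Δ7-dafachronic acid high control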
NPR1 activator: GC-A stimulated cGMP production enhancers – HEK293 GC-A cells, cGMP TR-FRET, EC30 ANP, primary screen | activation, % at 10 µM | Atrial natriuretic peptide receptor 1 (Homo sapiens), P16066 | actives 0.14% (n = 370,000) | 0% at EC30 ANP, 100% saturating ANP; in the data active = activation above about 40%
Target sequence (P16066 whole entry, looked up): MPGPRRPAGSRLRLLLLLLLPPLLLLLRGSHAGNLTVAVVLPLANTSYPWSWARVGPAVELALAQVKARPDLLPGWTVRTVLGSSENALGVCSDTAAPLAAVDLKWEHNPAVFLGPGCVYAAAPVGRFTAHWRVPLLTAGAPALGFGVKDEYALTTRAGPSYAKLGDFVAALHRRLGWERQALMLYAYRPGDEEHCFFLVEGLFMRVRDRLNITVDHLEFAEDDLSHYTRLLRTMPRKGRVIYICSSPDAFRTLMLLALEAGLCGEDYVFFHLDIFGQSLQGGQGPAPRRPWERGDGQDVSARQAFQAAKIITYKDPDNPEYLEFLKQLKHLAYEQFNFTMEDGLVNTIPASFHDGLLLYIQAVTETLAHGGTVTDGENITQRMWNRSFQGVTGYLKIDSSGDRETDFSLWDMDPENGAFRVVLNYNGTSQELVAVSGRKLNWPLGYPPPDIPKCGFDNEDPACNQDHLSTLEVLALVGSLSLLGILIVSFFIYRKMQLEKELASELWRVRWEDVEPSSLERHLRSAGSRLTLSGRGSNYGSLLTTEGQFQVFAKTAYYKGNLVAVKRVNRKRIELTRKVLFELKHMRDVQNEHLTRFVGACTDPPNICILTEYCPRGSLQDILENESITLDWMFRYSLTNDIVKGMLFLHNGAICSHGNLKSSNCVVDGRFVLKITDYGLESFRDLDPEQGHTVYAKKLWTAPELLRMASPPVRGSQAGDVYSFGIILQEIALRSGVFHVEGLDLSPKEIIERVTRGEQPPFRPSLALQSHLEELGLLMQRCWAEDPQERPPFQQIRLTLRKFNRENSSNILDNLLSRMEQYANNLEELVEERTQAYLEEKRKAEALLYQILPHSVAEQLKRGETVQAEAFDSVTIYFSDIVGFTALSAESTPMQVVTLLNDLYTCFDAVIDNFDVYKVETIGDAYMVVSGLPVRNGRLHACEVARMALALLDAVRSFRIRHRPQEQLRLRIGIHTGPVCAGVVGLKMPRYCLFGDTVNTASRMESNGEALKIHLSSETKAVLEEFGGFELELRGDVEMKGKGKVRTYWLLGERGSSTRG
DAX1 inh-2: DAX1 (NR0B1) inhibitors, primary screen, cell-based, HEK293, Gal4-DAX1, luciferase luminescence; actives 0.99% (n = 340,000); Nuclear receptor subfamily 0 group B member 1 (Homo sapiens), P51843; inhibition, % at 6.75 µM; HEK293 Gal4-DAX1 luciferase reporter; AID 504766, 2011;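 active = inhibition above the mean over all tested compounds plus 3 SD, cut at about 4.2% in these data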;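 note: 0% = DAX1-transfected cells with DMSO and 100% = empty-vector control cells with DMSO; inhibition shows as a rise in luminescence from relieved DAX1 repression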
hgDAF-12 ag: H. glycines DAF-12 receptor agonists, primary screen, cell-based, luminescence, HEK293, GAL4 fusion, UAS-luciferase; Nuclear hormone receptor DAF-12 (Heterodera glycines), GAL4 fusion; HEK293 GAL4-hgDAF12 UAS-luciferase reporter, agonist luminescence; normalized to butyrate control; activation, % at 6.8 µM; actives 1.8% (n = 370,000); AID 687014, 2013;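 active = activation above a cutoff set at the mean of all screened compounds plus 3 SD, cut at about 10% in these data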;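 note: 0% = DMSO wells and 100% = sodium butyrate wells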
FXN GAA850 act: FXN promoter activators, primary screen, cell-based, luciferase luminescence, HEK293 lucGAA850; HEK293 lucGAA850 FXN promoter luciferase reporter, 24 h; percent of 10 µM SAHA response; activation, % at 6 µM; actives 0.56% (n = 360,000);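 active = activation above the average of all compounds screened plus 3 SD, cutoff fixed separately per campaign, cut at about 7.5% in these data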;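 note: 0% = DMSO wells and 100% = 10 µM SAHA wells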
SMARCA2 act: SMARCA2 (BRM) function activators, primary screen, cell-based, luminescence, high throughput; MG213 cells, MMTV-luciferase reporter, dexamethasone, overnight; activation, % at 9.1 µM; actives 1% (n = 370,000); AID 652017, 2013; in the data active = activation above about 7.8%;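 note: 0% = vehicle wells and 100% = reference activator wells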
sPLA2-III inh: human group III sPLA2 inhibitors, primary screen, biochemical, QFRET, BODIPY PC-A2 liposome substrate | AID 743126, 2013 | actives 0.56% (n = 370,000) | Group 3 secretory phospholipase A2 (Homo sapiens), Q9NZ20 | QFRET BODIPY PC-A2 liposome hydrolysis, fluorescence | inhibition, % at 12.2 µM;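 active = inhibition above mean plus 3 SD of compounds lying within the high and low control bounds, cut at about 19% in these data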;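 note: 0% = median of test compound wells and 100% = no enzyme DMSO wells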
Numbers without * were called inactive.

`NC(=O)NC(=O)C[n+]1cccc(/C=N/O)c1` gave DAX1 inh-1 0.5, GC-B act 4, ssDAF-12 act -0.8, proKLK7 act 0.3, hcDAF12 agonist -1.8, NPR1 activator 0, DAX1 inh-2 1.8, hgDAF-12 ag 2.5, FXN GAA850 act 0.6, SMARCA2 act 2 and sPLA2-III inh 7.
Cc1cccc(-c2noc(CNC(=O)Nc3ccc(F)cc3)n2)c1 was read as DAX1 inh-1 -0.8, GC-B act -2, ssDAF-12 act -1.8, proKLK7 act 0.4, hcDAF12 agonist -3.2, NPR1 activator 2, DAX1 inh-2 -0.3, hgDAF-12 ag 1.0, FXN GAA850 act 2.4, SMARCA2 act -5 and sPLA2-III inh -12.
For CCN(CC)c1ccc(C(=O)n2cnc3ccccc32)cc1 the results were DAX1 inh-1 -1.4, GC-B act 0, ssDAF-12 act -0.9, proKLK7 act 0.5, hcDAF12 agonist 1.6, NPR1 activator -4, DAX1 inh-2 -1.0, hgDAF-12 ag 8.6, FXN GAA850 act 1.2, SMARCA2 act 4 and sPLA2-III inh 4.
`COc1ccc(CNCC(C)NCc2ccc(OC)c(OC)c2)cc1OC` (stereo not given) gave DAX1 inh-1 -0.1, GC-B act -1, ssDAF-12 act -0.3, proKLK7 act -1.0, hcDAF12 agonist 1.9, NPR1 activator -1, DAX1 inh-2 -0.2, hgDAF-12 ag 0.7, FXN GAA850 act 1.6, SMARCA2 act -3 and sPLA2-III inh 3.
`Cc1cc(Nc2ccccc2)cc(=O)n1C` gave DAX1 inh-1 -0.3, GC-B act 0, ssDAF-12 act -0.7, proKLK7 act -0.3, hcDAF12 agonist 0.7, NPR1 activator -2, DAX1 inh-2 -0.3, hgDAF-12 ag 0.1, FXN GAA850 act 0.4, SMARCA2 act -1 and sPLA2-III inh -2.
For Cc1ccc(NC(=O)CN(CCc2ccccc2)S(C)(=O)=O)cc1 the results were DAX1 inh-1 0.1, GC-B act -5, ssDAF-12 act -1.0, proKLK7 act -0.1, hcDAF12 agonist -0.8, NPR1 activator 0, DAX1 inh-2 1.7, hgDAF-12 ag -3.6, FXN GAA850 act 0.3, SMARCA2 act -1 and sPLA2-III inh -8.
For Oc1cccc(/C=N/Nc2ccc(Cl)nn2)c1 the results were DAX1 inh-1 1.7, GC-B act -2, ssDAF-12 act -0.1, proKLK7 act -0.5, hcDAF12 agonist 4.6, NPR1 activator -2, DAX1 inh-2 3.9, hgDAF-12 ag 1.4, FXN GAA850 act 2.0, SMARCA2 act 2 and sPLA2-III inh -3.
Screening CCCn1c(N)c(N(CCOC)C(=O)c2cc(-c3ccco3)nc3ccccc23)c(=O)[nH]c1=O returned DAX1 inh-1 -0.3, GC-B act 5, ssDAF-12 act -0.8, proKLK7 act 1.1, hcDAF12 agonist 0.8, NPR1 activator 3, DAX1 inh-2 1.3, hgDAF-12 ag -1.0, FXN GAA850 act 3.2, SMARCA2 act 2 and sPLA2-III inh -6.
Screening COc1ccc(C(OC(=O)c2ccco2)C(=O)NCc2ccco2)cc1 (stereo not given) returned DAX1 inh-1 0.5, GC-B act -3, ssDAF-12 act -1.1, proKLK7 act 0.1, hcDAF12 agonist -1.1, NPR1 activator -3, DAX1 inh-2 2.5, hgDAF-12 ag 3.2, FXN GAA850 act 1.0, SMARCA2 act -5 and sPLA2-III inh 1.
For COc1cc(C)ccc1OCCCCN1CC(C)OC(C)C1 (stereo not given) the results were DAX1 inh-1 0.1, GC-B act -2, ssDAF-12 act -1.0, proKLK7 act -0.3, hcDAF12 agonist 0.8, NPR1 activator 7, DAX1 inh-2 -0.6, hgDAF-12 ag -0.4, FXN GAA850 act -3.7, SMARCA2 act 2 and sPLA2-III inh 6.
`CCN(C1CCCCC1)S(=O)(=O)c1c(C)n(C)c(=O)n(C)c1=O` gave DAX1 inh-1 1.4, GC-B act -4, ssDAF-12 act -0.9, proKLK7 act 0.0, hcDAF12 agonist 1.4, NPR1 activator 0, DAX1 inh-2 -0.1, hgDAF-12 ag -1.8, FXN GAA850 act -1.2, SMARCA2 act -3 and sPLA2-III inh -1.
CC1CCC(NC(=O)C(NS(=O)(=O)c2cccc3nsnc23)C(C)C)CC1 (stereo not given) was read as DAX1 inh-1 -1.5, GC-B act 5, ssDAF-12 act -1.1, proKLK7 act -0.3, hcDAF12 agonist -0.3, NPR1 activator 0, DAX1 inh-2 0.1, hgDAF-12 ag 0.1, FXN GAA850 act 1.2, SMARCA2 act -4 and sPLA2-III inh 86*.
Screening NC(=O)CC(NC(=O)c1ccccc1)c1ccc(N2CCC(Br)CC2)c([N+](=O)[O-])c1 (stereo not given) returned DAX1 inh-1 -0.3, GC-B act 5, ssDAF-12 act -1.6, proKLK7 act 0.0, hcDAF12 agonist -1.4, NPR1 activator -2, DAX1 inh-2 0.4, hgDAF-12 ag -0.4, FXN GAA850 act -0.6, SMARCA2 act -2 and sPLA2-III inh 8.
For N#Cc1cnc(NN)nc1 the results were DAX1 inh-1 -0.5, GC-B act 2, ssDAF-12 act -1.6, proKLK7 act -0.1, hcDAF12 agonist -1.2, NPR1 activator 0, DAX1 inh-2 -0.6, hgDAF-12 ag 3.5, FXN GAA850 act 0.6, SMARCA2 act -4 and sPLA2-III inh 10.
Screening CC(C)n1c(NCc2ccc(Cl)cc2)nc2ccccc21 returned DAX1 inh-1 -0.5, GC-B act -3, ssDAF-12 act -2.3, proKLK7 act 0.1, hcDAF12 agonist -0.9, NPR1 activator -2, DAX1 inh-2 -0.4, hgDAF-12 ag -3.8, FXN GAA850 act 0.7, SMARCA2 act 0 and sPLA2-III inh -8.
Cn1nnnc1SCC(=O)N(C1CCCCC1)C1CCS(=O)(=O)C1 (stereo not given) was read as DAX1 inh-1 -0.1, GC-B act -3, ssDAF-12 act -0.9, proKLK7 act 0.0, hcDAF12 agonist 0.5, NPR1 activator 3, DAX1 inh-2 0.5, hgDAF-12 ag 0.4, FXN GAA850 act -0.7, SMARCA2 act 5 and sPLA2-III inh 0.
Screening CCOc1ccc(NC(=O)CSc2nc3ccsc3c(=O)n2CCCCCC(=O)O)cc1 returned DAX1 inh-1 0.8, GC-B act -3, ssDAF-12 act -0.4, proKLK7 act 0.3, hcDAF12 agonist -2.1, NPR1 activator 2, DAX1 inh-2 0.1, hgDAF-12 ag -2.1, FXN GAA850 act 0.3, SMARCA2 act -1 and sPLA2-III inh 0.
COc1ccc(NC(=O)CCNS(=O)(=O)c2ccc(NC(C)=O)cc2)cc1Cl was read as DAX1 inh-1 -0.1, GC-B act -2, ssDAF-12 act -0.6, proKLK7 act -0.6, hcDAF12 agonist -0.1, NPR1 activator -6, DAX1 inh-2 1.7, hgDAF-12 ag 0.4, FXN GAA850 act 0.5, SMARCA2 act 1 and sPLA2-III inh -1.
For CC(C)COc1ccc(C(=O)N2C(=O)c3ccc(N)cc3C2=O)cc1 the results were DAX1 inh-1 -0.1, GC-B act -7, ssDAF-12 act -1.1, proKLK7 act -0.5, hcDAF12 agonist -1.1, NPR1 activator -5, DAX1 inh-2 -0.6, hgDAF-12 ag -0.1, FXN GAA850 act 0.9, SMARCA2 act -5 and sPLA2-III inh 18.
`COc1ccccc1CNC(=O)COC(=O)c1ccc(C)s1` gave DAX1 inh-1 1.2, GC-B act 1, ssDAF-12 act -0.5, proKLK7 act -0.4, hcDAF12 agonist 1.8, NPR1 activator 3, DAX1 inh-2 1.0, hgDAF-12 ag -0.1, FXN GAA850 act -2.1, SMARCA2 act 1 and sPLA2-III inh -1.
O=C(O)/C=C/c1cccc(NS(=O)(=O)c2ccccc2)c1 was read as DAX1 inh-1 0.7, GC-B act 1, ssDAF-12 act -1.1, proKLK7 act -0.8, hcDAF12 agonist -0.8, NPR1 activator 2, DAX1 inh-2 -1.6, hgDAF-12 ag -0.2, FXN GAA850 act -1.2, SMARCA2 act 1 and sPLA2-III inh 2.
`COc1ccc(C(=O)OCC(=O)NC2CC2)cc1F` gave DAX1 inh-1 0.4, GC-B act 1, ssDAF-12 act -1.4, proKLK7 act -0.4, hcDAF12 agonist -1.5, NPR1 activator 4, DAX1 inh-2 1.1, hgDAF-12 ag -0.6, FXN GAA850 act -0.5, SMARCA2 act 0 and sPLA2-III inh 12.
`CCOC(=O)C1C(=O)NC(c2ccccc2)=NC1c1cccc(Br)c1` (stereo not given) gave DAX1 inh-1 0.2, GC-B act -2, ssDAF-12 act -2.1, proKLK7 act 0.4, hcDAF12 agonist -1.0, NPR1 activator -1, DAX1 inh-2 -0.4, hgDAF-12 ag 0.5, FXN GAA850 act 0.8, SMARCA2 act -1 and sPLA2-III inh -2.
`Cc1cccc(Oc2ccc(Cl)cc2N)c1` gave DAX1 inh-1 0.3, GC-B act -5, ssDAF-12 act -0.9, proKLK7 act -0.6, hcDAF12 agonist 1.8, NPR1 activator -1, DAX1 inh-2 -0.1, hgDAF-12 ag 5.1, FXN GAA850 act 1.7, SMARCA2 act 2 and sPLA2-III inh 4.
For COc1ccc([N+](=O)[O-])cc1C(=O)NC1CCN(Cc2ccccc2)CC1 the results were DAX1 inh-1 -0.1, GC-B act -3, ssDAF-12 act -1.3, proKLK7 act -0.1, hcDAF12 agonist -1.4, NPR1 activator -3, hgDAF-12 ag -0.7, FXN GAA850 act -1.4, SMARCA2 act 0 and sPLA2-III inh -3.
Screening Fc1ccccc1C(c1nnnn1C1CCCC1)N1CCN(Cc2ccccc2)CC1 (stereo not given) returned DAX1 inh-1 -0.6, GC-B act -8, ssDAF-12 act -0.8, proKLK7 act -0.1, hcDAF12 agonist -0.2, NPR1 activator -6, DAX1 inh-2 0.2, hgDAF-12 ag -1.1, FXN GAA850 act -1.4, SMARCA2 act -3 and sPLA2-III inh -5.
CCCOC(=O)c1cccc(NC(=O)C(C)(C)C)c1 was read as DAX1 inh-1 0.3, GC-B act 13, ssDAF-12 act -1.1, proKLK7 act 0.3, hcDAF12 agonist 2.7, NPR1 activator 3, DAX1 inh-2 -0.2, hgDAF-12 ag -0.8, FXN GAA850 act 1.4, SMARCA2 act -3 and sPLA2-III inh 2.
Screening Cc1cccc(CN2C(=O)c3ccccc3Sc3ccc(C(=O)O)cc32)c1 returned DAX1 inh-1 0.1, GC-B act 7, ssDAF-12 act -0.9, proKLK7 act 0.1, hcDAF12 agonist 0.6, NPR1 activator 1, DAX1 inh-2 1.6, hgDAF-12 ag 4.7, FXN GAA850 act 2.4, SMARCA2 act -2 and sPLA2-III inh -22.

Rows were taken by chance; 6.7% or so of the library scored in one or more.
